Bioassay records (PubChem)
IL-2 act = activators of IL-2; IL-2 activation reporter assay, cell-based qHTS; stimulated with anti-CD3/CD4/CD28 beads; in transgenic mouse T cells; activation, % (series mostly up to about 46 µM); hit rate 0.065% among 360,000; in the data active means activation above about 50%; inconclusive means mostly about 30% to 49%; further: 0% is about no effect
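Unstimulated transgenic mouse T cells preincubated 60 min with compound, then stimulated with anti-CD3/anti-CD4-coated beads plus anti-CD28 for 18 h at 37 degrees C. IL-2 response read as EGFP and DsRed fluorescence by plate cytometry.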
PLK1 PBD inh = blocks phosphopeptide binding to human PLK1 polo-box domain. P53350. Plk1 PBD binding of FITC phosphopeptide, fluorescence polarization. Potency, µM, for inactives: max response, negative = inhibition, actives largely listed as inhibitors. hit rate 2.8% among 360,000; further: potency means the concentration at half of the fitted maximal effect; series mostly up to about 57 µM; on the % scale 0 is the no-effect control and ±100 the full control effect; nearly all actives have a fitted effect of over 65% in size
Abeta yeast res = restores growth of yeast expressing A-beta42 peptide | Potency, µM (top dose mostly 46.1 µM), for inactives: at the highest dose growth rescue, most hits filed as activators | hit rate 0.063% among 410,000 | yeast expressing A-beta42, growth rescue, OD600, 48 h; response scale: 0% DMSO, 100% iron-clioquinol control; further: potency means the concentration at half of the fitted maximal effect; nearly all actives have a fitted effect of over 55% in size
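Growth rescue measured by 600 nm absorbance after 48 h yeast culture at 30 C with compound. Values normalized between DMSO and an equimolar ferric chloride plus clioquinol control.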
EPAC1 agonist = agonists of human EPAC1. O95398. EPAC1 agonist qHTS, biochemical assay; response scale: 100% = response to 6.5 mM cAMP. Potency, µM (series often up to 154 µM), for inactives: top-dose activation, most hits filed as activators. hit rate 0.073% among 360,000; further: potency means the concentration at half of the fitted maximal effect; nearly all actives have a fitted effect of over 60% in size
Target sequence (O95398 whole entry, looked up): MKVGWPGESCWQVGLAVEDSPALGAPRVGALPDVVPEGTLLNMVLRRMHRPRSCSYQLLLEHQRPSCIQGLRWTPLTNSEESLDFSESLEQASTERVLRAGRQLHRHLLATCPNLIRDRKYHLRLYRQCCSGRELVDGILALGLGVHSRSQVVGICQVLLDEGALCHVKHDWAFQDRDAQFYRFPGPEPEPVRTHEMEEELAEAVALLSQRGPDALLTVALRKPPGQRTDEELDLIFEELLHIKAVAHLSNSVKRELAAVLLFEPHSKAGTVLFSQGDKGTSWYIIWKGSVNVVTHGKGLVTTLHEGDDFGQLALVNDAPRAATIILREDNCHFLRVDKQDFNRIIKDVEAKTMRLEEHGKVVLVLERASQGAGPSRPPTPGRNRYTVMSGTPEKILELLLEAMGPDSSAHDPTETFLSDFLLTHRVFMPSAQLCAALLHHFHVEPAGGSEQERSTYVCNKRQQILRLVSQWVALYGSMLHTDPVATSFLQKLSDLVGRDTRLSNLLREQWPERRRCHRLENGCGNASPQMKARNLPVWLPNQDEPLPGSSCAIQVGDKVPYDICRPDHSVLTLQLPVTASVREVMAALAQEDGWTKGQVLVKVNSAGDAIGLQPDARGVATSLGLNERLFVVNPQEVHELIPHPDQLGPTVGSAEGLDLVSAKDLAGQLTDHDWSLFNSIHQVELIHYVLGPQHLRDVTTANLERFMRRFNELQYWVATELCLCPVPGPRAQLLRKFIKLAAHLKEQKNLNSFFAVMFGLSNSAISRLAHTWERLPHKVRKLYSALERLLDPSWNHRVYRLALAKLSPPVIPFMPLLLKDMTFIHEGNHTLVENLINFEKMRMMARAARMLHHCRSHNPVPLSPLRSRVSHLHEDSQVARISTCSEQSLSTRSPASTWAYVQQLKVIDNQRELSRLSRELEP
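Compounds were pinned as a concentration titration into mixtures of EPAC1 (100 nM), BODIPY-GDP-loaded Rap1B (250 nM) and GDP (50 uM). After 5 min at room temperature, fluorescence was followed for 30 min; activity was scaled to 6.5 mM cAMP.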
EPAC1 antagonist = antagonists of human EPAC1 | EPAC1 GEF assay, Rap1b-BODIPY-GDP exchange fluorescence | hit rate 0.14% among 360,000 | Potency, µM (titrated, usually from 115 µM), inactives show top-dose activity change, negative = inhibition, most hits filed as inhibitors | O95398 | AID 720709;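 further: potency means the concentration at half of the fitted maximal effect; plate controls were vehicle for no effect and positive control for full effect; nearly all actives have a fitted effect of over 50% in size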
PI5P4Ka inh = inhibitors of human PI5P4K alpha | hit rate 1.2% among 330,000 | PI5P4Kalpha enzyme, ADP-Glo luminescence, 60 min; hits give low values | max response, % | P48426; active means max response of -50% or lower; inconclusive means between -30% and -50%; inactive means -30% or higher; further: value at the top dose of about 77 µM; on the % scale 0 is the no-effect control and ±100 the full control effect
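Human PI5P4Kalpha with substrate in 0.038 M HEPES pH 7.4, 0.28 mM EGTA, 0.1% CHAPS, 5% DMSO; reaction started with 5 microM ATP (final), 60 min at room temperature. ADP formed read by ADP-Glo luminescence.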
FUS yeast rescue = FUS proteinopathy suppression in yeast; AID 1347120; hit rate 0.24% among 390,000; S. cerevisiae FUS-expressing, growth rescue, OD600, 24 h; Potency, µM (top dose mostly 76.6 µM), for the others: top-dose growth rescue (activation), hits mostly activators;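 further: potency means the concentration at half of the fitted maximal effect; plate controls were DMSO vehicle for no effect and reference control for full effect; nearly all actives have a fitted effect of over 55% in size; some results filed as inactive show a strong effect at the top dose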
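Galactose (2%) drives FUS expression in yeast precultured in raffinose; seeding density OD 0.005. Test compounds incubated 24hr at 30C and 99% humidity before absorbance at 600 nm was measured.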
WRN inhibitor = inhibitors of human WRN helicase | Potency, µM (top dose mostly 114 µM), for inactives: at the highest dose activity change, negative = inhibition, most hits filed as inhibitors | AID 651768 | hit rate 0.46% among 360,000 | WRN helicase unwinding, fluorescent forked duplex, kinetic; further: potency means the concentration at half of the fitted maximal effect; on the % scale 0 is the no-effect control and ±100 the full control effect; nearly all actives have a fitted effect of over 55% in size
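Screening of the MLSMR collection measured strand separation of a quenched forked DNA duplex (100 nM) by 20 nM WRN with 2 mM ATP, all final. Compounds were preincubated with enzyme 15 min at room temperature.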
Numbers without * were called inactive; ? = inconclusive; / = not tested or not shown; [ ] = remark or other dose. Unless noted, the call rests on the fitted dose curve; in most records, active means well fitted curve in the direction sought with a large enough effect; inconclusive means small, poorly fitted or top-dose-only effect, or another doubt; inactive means no such curve, though single readings can be large; an effect the other way counts as inactive or inconclusive.

SMILES	IL-2 act	PLK1 PBD inh	Abeta yeast res	EPAC1 agonist	EPAC1 antagonist	PI5P4Ka inh	FUS yeast rescue	WRN inhibitor
Cc1cc2occ(CC(=O)NCc3cccs3)c2cc1C(C)C	0.6	-13%	16%	-1%	-12%	4	/	-3%
CC1(C)Cc2c(sc3nnn(Cc4ccc(Cl)cc4)c(=O)c23)CO1	-0.5	-4%	3%	-11%	-30%	17	/	-9%
O=S(=O)(/C=C/c1ccccc1)N1CCN(c2ccc(F)cc2)CC1	-0.9	-2%	-12%	4%	3%	-8	-5%	-3%
Cc1ccc(S(=O)(=O)Nc2c(O)c3ccccc3oc2=O)cc1	0.2	-3%	-1%	3%	5%	2	-4%	-10%
O=C(COc1ncnc2sccc12)N1CCN(C(=O)c2ccco2)CC1	-0.1	?	-2%	-5%	-29%	?	?	?
CN(CCO)c1ncnc2c1sc1nc(N3CCOCC3)c3c(c12)CCC3	-0.4	1%	-9%	-2%	-23%	3	-9%	-3%
O=C(CC1Oc2ccccc2NC1=O)NCc1ccc(Cl)cc1 (stereo unspecified)	-2.6	-11%	-10%	-7%	-1%	-2	-10%	6%
COc1cccc(N2CCC(N3CCN(C)C(CCO)C3)CC2)c1 (stereo unspecified)	0.3	-13%	-20%	-2%	-8%	1	1%	-2%
CCOC(=O)CN1N=C(/C=C/c2ccc(OCC)cc2)CCC1=O	-0.2	-3%	27%	-3%	0%	0	12%	0%
O=C(Oc1ccc(F)cc1)N1CCOCC1	-0.2	-11%	-11%	2%	-16%	-6	-10%	3%
CCc1ccc(NC(=O)C2CCCN2c2nn3c(=O)cc(C)nc3s2)cc1 (stereo unspecified)	-1.1	-3%	-4%	-15%	5%	3	10%	0%
O=C(COC(=O)C1CCCCC1)Nc1cccc(F)c1	0.7	3%	29%	-3%	-5%	7	-5%	6%
N#Cc1ncn(C2OC(CO)C(O)C2O)c1N (stereo unspecified)	-0.7	-5%	-7%	2%	-1%	-17	-9%	-11%
CC(=O)Nc1ccc(S(=O)(=O)N(C)CC(=O)NCCC2=CCCCC2)cc1	0.5	3%	5%	-5%	-13%	2	-1%	6%
C=CCN(C(=O)c1ccc2snnc2c1)c1ccccc1	0.0	-3%	-3%	-4%	-11%	-5	13%	2%
CCn1c(SCC(=O)N/N=C/C(C)=C\c2ccco2)nnc1-c1ccccc1	0.6	-14%	-7%	-4%	-6%	-23	33%	-5%[11.6 µM]
COc1cccc(N=c2oc3c(C)ncc(CO)c3cc2C(N)=O)c1	0.0	-1%	16%	6%	-3%	/	25%	-6%
O=C(CS(=O)(=O)c1ccccc1)Nc1ccc(S(=O)(=O)Nc2ncccn2)cc1	-0.3	-8%	-8%	4%	-15%	2	-9%	3%
O=C(NCc1ccc(F)cc1)c1cc2n(n1)C(C(F)(F)F)CC(C1CC1)N2 (stereo unspecified)	3.0	5%	-42%[inhibitor]	-28%	-15%	3	3%	-3%
O=C(Nc1cccc(F)c1)C1C2C=CC3(CN(CCCN4CCOCC4)C(=O)C13)O2 (stereo unspecified)	-1.7	0%	-6%	-11%	8%	-1	-3%	8%

Part of the list above, set out differently.
molecule | IL-2 act | PLK1 PBD inh | Abeta yeast res | EPAC1 agonist | EPAC1 antagonist | PI5P4Ka inh | FUS yeast rescue | WRN inhibitor
CCOC(=O)CN1N=C(/C=C/c2ccc(OCC)cc2)CCC1=O | -0.2 | -3% | 27% | -3% | 0% | 0 | 12% | 0%
O=C(Oc1ccc(F)cc1)N1CCOCC1 | -0.2 | -11% | -11% | 2% | -16% | -6 | -10% | 3%
CCc1ccc(NC(=O)C2CCCN2c2nn3c(=O)cc(C)nc3s2)cc1 (stereo unspecified) | -1.1 | -3% | -4% | -15% | 5% | 3 | 10% | 0%
O=C(COC(=O)C1CCCCC1)Nc1cccc(F)c1 | 0.7 | 3% | 29% | -3% | -5% | 7 | -5% | 6%
N#Cc1ncn(C2OC(CO)C(O)C2O)c1N (stereo unspecified) | -0.7 | -5% | -7% | 2% | -1% | -17 | -9% | -11%
CC(=O)Nc1ccc(S(=O)(=O)N(C)CC(=O)NCCC2=CCCCC2)cc1 | 0.5 | 3% | 5% | -5% | -13% | 2 | -1% | 6%
C=CCN(C(=O)c1ccc2snnc2c1)c1ccccc1 | 0.0 | -3% | -3% | -4% | -11% | -5 | 13% | 2%
CCn1c(SCC(=O)N/N=C/C(C)=C\c2ccco2)nnc1-c1ccccc1 | 0.6 | -14% | -7% | -4% | -6% | -23 | 33% | -5%[11.6 µM]
COc1cccc(N=c2oc3c(C)ncc(CO)c3cc2C(N)=O)c1 | 0.0 | -1% | 16% | 6% | -3% | / | 25% | -6%
O=C(CS(=O)(=O)c1ccccc1)Nc1ccc(S(=O)(=O)Nc2ncccn2)cc1 | -0.3 | -8% | -8% | 4% | -15% | 2 | -9% | 3%
O=C(NCc1ccc(F)cc1)c1cc2n(n1)C(C(F)(F)F)CC(C1CC1)N2 (stereo unspecified) | 3.0 | 5% | -42%[inhibitor] | -28% | -15% | 3 | 3% | -3%
O=C(Nc1cccc(F)c1)C1C2C=CC3(CN(CCCN4CCOCC4)C(=O)C13)O2 (stereo unspecified) | -1.7 | 0% | -6% | -11% | 8% | -1 | -3% | 8%

(listing goes on)
SMILES	IL-2 act	PLK1 PBD inh	Abeta yeast res	EPAC1 agonist	EPAC1 antagonist	PI5P4Ka inh	FUS yeast rescue	WRN inhibitor
CCC(C)NC(=O)c1c(N)n(/N=C/c2cccnc2)c2nc3ccccc3nc12 (stereo unspecified)	-1.1	1%	10%	11%	-3%	/	15%	-12%
CCOc1ccc(C(=O)OCC(=O)Nc2cccc(S(=O)(=O)N3CCCC3)c2)cc1	-3.3	0%	8%	9%	-7%	-1	/	-13%
O=C(CCNC(=O)c1ccc(Cl)cc1)Nc1ccccc1Cl	-1.8	4%	1%	7%	2%	0	-22%	0%
CCN1C(=O)c2cccc3c(S(=O)(=O)Nc4ccccn4)ccc1c23	2.0	-27%	3%	1%	-2%	-21	-5%	-6%
CC(C)CN(C(=O)COC(=O)CCC(=O)c1ccc(Cl)cc1)c1c(N)n(Cc2ccccc2)c(=O)[nH]c1=O	1.0	-1%	4%	-15%	-9%	-8	18%	-10%
COc1cc(C(=O)NCc2ccccc2)cc(Br)c1OC	-2.8	-10%	18%	12%	-8%	0	15%	-2%
O=C(NCC1CCCCC1)c1ccc2nc([C@H]3C[C@H](O)[C@@H](CO)O3)[nH]c2c1	-0.4	-5%	1%	3%	7%	-2	-22%	0%
CC(=O)C1=C(O)C(=O)N(c2ccc(Br)cc2)C1c1cccc(F)c1 (stereo unspecified)	0.2	-15%	-12%	5%	-18%	-4	14%	3%
CCCNC(=O)/C=C/c1ccc(C(C)C)cc1	-0.2	1%	0%	-11%	13%	0	2%	-4%
COc1ccc(OC)c(S(=O)(=O)N2CCCC2C(=O)N2CCc3ccccc3C2)c1 (stereo unspecified)	-1.4	-6%	-11%	-2%	0%	0	8%	-1%
O=[N+]([O-])c1cc2c(cc1CN1CCN(c3ccccc3F)CC1)OCO2	-0.5	-3%	5%	21%	8%	6	-8%	-5%
COc1cc(C)c(CN2CCN(S(=O)(=O)c3ccc(Cl)s3)CC2)cc1OC	-0.5	2%	7%	18%	-7%	16	-9%	-6%
CCCOc1ccc(N2C(=O)CC(N(Cc3ccco3)C(=O)CC)C2=O)cc1 (stereo unspecified)	0.8	-10%	-6%	-7%	12%	0	17%	-5%
CN(C)c1ccc(C(=O)Nc2ccc(S(=O)(=O)NC3=NCCCCC3)cc2)cc1	-1.3	-2%	-6%	-5%	3%	/	10%	-11%
CCOc1ccccc1-c1ccc(C(=O)NCc2ccc(Cl)cc2)o1	4.3	/	/	11%[76.9 µM]	-5%[57.5 µM]	-1	18%	-3%
Nc1nc(=O)n(C2OC(CO)C(O)C2O)cc1F (stereo unspecified)	0.3	1%	2%	7%	3%	-3	4%	0%
CCSc1nnc(NC(=O)c2ccc(C)cc2)s1	-1.3	-4%	-17%	1%	11%	/	-12%	4%
COc1cc(NC(=O)SC2=NCCS2)cc(OC)c1	-0.7	-1%	0%	2%	-8%	0	-18%	0%
COC(=O)c1cn(CCOc2ccc(C)cc2)c2ccccc12	-4.1	3%	30%	5%	5%	18	20%	-3%
O=C(NC(=S)N1CCCCCC1)c1ccccc1Cl	-1.0	-22%	-16%	1%	-1%	4	12%	2%
O=C(Nc1cc(S(=O)(=O)N2CCOCC2)ccc1N1CCOCC1)c1cn2ccccc2n1	1.3	?	-18%	0%	?	1	-74%[inhibitor]	10%[57.1 µM]
CC(=O)N1CCN(C(=O)c2ccc(Cl)c(S(=O)(=O)N3CCc4ccccc43)c2)CC1	-1.6	-6%	-17%	5%	-23%	-19	/	-17%
CC1=C(C(=O)N2CCOCC2)CC(CC(=O)NCC2CCCCC2)C(=O)N1Cc1ccccc1 (stereo unspecified)	-1.0	3%	6%	5%	12%	2	-10%	9%
Cc1ccc(C(=O)N2CCCC(C(=O)c3cc(F)ccc3F)C2)s1 (stereo unspecified)	0.9	-11%	-4%	6%	9%	-12	4%	-2%
CCOC(=O)c1cc(CC)sc1N1C(=O)CC(Sc2ccccc2C(=O)O)C1=O (stereo unspecified)	-3.7	?	16%	-7%	-16%	-4	15%	-12%
Cc1ccc(C)c(NC(=O)C2C3C=CC(O3)C2C(=O)O)c1 (stereo unspecified)	-1.3	4%	11%	3%	-5%	-3	-5%	-3%
CCOCCCNS(=O)(=O)c1ccc(NC(=O)Cc2c(F)cccc2Cl)cc1	-2.5	-5%	8%	5%	11%	1	13%	5%
O=C(OC1Cn2c(=O)ccc(=O)n2C1)c1ccccc1	-0.2	-24%	-2%	1%	14%	-11	/	7%
COc1cccc(C(C(=O)NC2CCCCC2)N(C(=O)CNC(=O)c2ccco2)c2cccnc2)c1 (stereo unspecified)	-3.5	-13%	-12%	4%	26%	-7	41%	-7%
CCOC(=O)c1[nH]ncc1CN1CCCC(C(=O)c2cccc(OC(C)C)c2)C1 (stereo unspecified)	-3.2	-12%	4%	-3%	-15%	1	6%	-8%
COc1cc(/C=N/N=C2/SCC(=O)N2c2ccc(O)cc2)ccc1O	0.6	3µM*	-18%	13%	-20%	-50*	32%	79µM*
CCCN(CC(=O)Nc1ccccc1C)C(=O)CCN1C(=O)c2cccc([N+](=O)[O-])c2C1=O	-3.5	-5%	2%	6%	9%	5	-6%	-7%
O=[N+]([O-])c1ccc(NCCN2CCOCC2)c([N+](=O)[O-])c1	0.0	-3%	-13%	13%	-2%	4	-9%	9%
